Mot1-301 SUMO – yeast Mot1-301 growth rescue at high temperature, primary screen, SUMOylation pathway inhibitor project, S. cerevisiae, ATP luminescence, 38.5C | S. cerevisiae Mot1-301 growth rescue; percent above DMSO median, 100 means doubled | growth rescue, % at 18.8 µM | hit rate 1% among 320,000;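 active means every valid replicate shows activation above 250% relative to neutral control wells; inactive means the rest, any valid replicate at or below 250%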;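 further: OY570 slx delta 5 strain wells were the positive control but not used for scaling; some compounds called inactive have numbers as strong as hits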
phage Ecoli inh – growth loss of phage-infected E. coli, primary screen, RecBCD inhibitor project, absorbance, with phage, HTS; inhibition, % at 11.9 µM; hit rate 0.26% among 360,000; AID 651602, 2012; in the data active means inhibition above about 11%
HTR5A ag – HTR5A agonists in luminescence cell assay, primary screen, counter-screen for OPRM1-OPRD1 heterodimer agonist project, full-deck HTS. AID 504692, 2011. hit rate 0.61% among 340,000. cell-based. 5-hydroxytryptamine receptor 5A (Homo sapiens), P47898. activation, % at 9.3 µM; in the data active means activation mostly above about 9.5%, no sharp cut-off; inactive means mostly below about 7.6%;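 further: 0% = cells with vehicle only and 100% = reference agonist; strong numbers were not always called active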
Pemphigus Ab inh – inhibitors of pemphigus antibody binding to DSG3, primary screen, biochemical, bead-based, flow cytometry, scFv-GFP; hit rate 0.48% among 310,000; DSG3-coupled beads, scFv-anti-DSG3-GFP binding; active compounds read low; binding (percent of control), % at 10 µM;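 active means binding more than 3 SD below its plate's average and above zero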;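 further: hits lower antibody fragment binding to DSG3; some compounds called inactive have numbers as strong as hits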
HTR5A inv ctr – HTR5A inverse agonists in luminescence cell assay, primary screen, counter-screen for OPRM1-OPRD1 heterodimer inverse agonist project, full-deck HTS; HTR5A cell line, inverse agonism; inhibition, % at 9.3 µM; hit rate 0.083% among 340,000; in the data active means inhibition mostly above about 23%, no sharp cut-off; inactive means mostly below about 18%;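 further: 0% = cells with DMSO and 100% = no-cell wells with DMSO; some compounds called inactive have numbers as strong as hits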
PfHsp90 set2 – growth inhibition of PfHsp90-expressing yeast, primary screen, antimalarial PfHsp90 inhibitor project, S. cerevisiae, BacTiter-Glo luminescence, single point, set 2 | AID 504621, 2011 | inhibition, % at 9.4 µM | hit rate 0.32% among 310,000 | BacTiter-Glo ATP, 48 h; yeast lacking PDR1 and PDR3 efflux regulators;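 active means every replicate shows inhibition above about 80%, whatever the replicate mean, limit read from the data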;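 further: 0% = DMSO neutral controls and 100% = 20 µM radicicol positive controls; yeast relying on Plasmodium falciparum Hsp90 in place of its own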
AddAB inh – growth inhibition of E. coli expressing H. pylori AddAB, primary screen, AddAB inhibitor project, absorbance | inhibition, % at 11.9 µM | hit rate 0.29% among 330,000 | AID 435030, 2010; in the data active means inhibition above about 12%;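 further: 0% = vehicle wells of infected cells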
E coli growth – E. coli V3065 growth inhibition, primary screen, counter-screen for AddAB inhibitor project, absorbance, OD600 | inhibition, % at 11.9 µM | 18 h | hit rate 0.27% among 330,000;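 active means inhibition above the campaign's mean inhibition across all tested compounds plus 3 SD, cut at about 9.9% in these data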;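 further: uninfected addAB+ strain grown without phage in ampicillin broth; 0% = DMSO wells and 100% = ciprofloxacin 0.95 µg/ml wells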
PKA-R1A activ – activators of PKA-R1A holoenzyme, primary screen, biochemical, fluorescence polarization, Cy5-IP20, bovine R1A, mouse PKAc | PKA-R1A dissociation; scaled: DMSO 0%, 113 µM cGMP 100% | activation, % at 11.4 µM | hit rate 0.083% among 340,000 | cAMP-dependent protein kinase type I-alpha regulatory subunit (Bos taurus) + …;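 active means percent activation above the mean of all tested compounds plus 3 SD, cut at about 19% in these data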;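 further: higher means more PKAc released from R1A so a rise in polarization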
MOR-DOR inv ag – inverse agonists of MOR-DOR heterodimerization, primary screen, cell-based, luminescence; Mu-type opioid receptor (Homo sapiens) + Delta-type opioid receptor (Homo sapiens), …; cell-based MOR-DOR heterodimer luminescence, inverse agonism; inhibition, % at 9.3 µM; hit rate 0.21% among 340,000; AID 504357, 2011; in the data active means inhibition above about 22%, passing the limit was not always enough;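 further: 0% = cells with DMSO and 100% = wells without cells with DMSO; values of inactives mirror those of a sister screen read the other way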
Target sequence (P35372 whole entry, looked up): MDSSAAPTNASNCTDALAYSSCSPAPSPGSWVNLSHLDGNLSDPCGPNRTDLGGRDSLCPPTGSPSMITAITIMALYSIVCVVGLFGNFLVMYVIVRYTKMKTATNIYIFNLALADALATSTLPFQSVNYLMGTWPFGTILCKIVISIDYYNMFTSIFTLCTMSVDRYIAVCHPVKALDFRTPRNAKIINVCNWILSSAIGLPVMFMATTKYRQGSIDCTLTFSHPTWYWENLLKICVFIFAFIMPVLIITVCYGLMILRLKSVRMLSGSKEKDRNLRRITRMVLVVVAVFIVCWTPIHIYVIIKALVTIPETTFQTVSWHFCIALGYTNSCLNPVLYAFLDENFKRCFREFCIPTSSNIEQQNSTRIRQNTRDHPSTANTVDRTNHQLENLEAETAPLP
Target sequence (P41143 whole entry, looked up): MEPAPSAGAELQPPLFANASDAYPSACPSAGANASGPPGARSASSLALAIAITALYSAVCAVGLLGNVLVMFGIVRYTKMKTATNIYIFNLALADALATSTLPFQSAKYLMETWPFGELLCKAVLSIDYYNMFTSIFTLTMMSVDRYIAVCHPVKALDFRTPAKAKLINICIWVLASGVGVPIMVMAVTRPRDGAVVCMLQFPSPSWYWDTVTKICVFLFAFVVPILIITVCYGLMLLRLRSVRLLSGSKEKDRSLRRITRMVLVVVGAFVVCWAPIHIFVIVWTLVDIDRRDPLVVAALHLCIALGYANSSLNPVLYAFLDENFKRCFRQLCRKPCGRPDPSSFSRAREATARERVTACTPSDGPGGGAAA
OPRM1-OPRD1 ag – agonists of OPRM1-OPRD1 heterodimerization, primary screen, cell-based, luminescence | activation, % at 9.3 µM | hit rate 0.3% among 340,000 | AID 504326, 2011 | cells; in the data active means activation above about 18%;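 further: 0% = vehicle-treated cells and 100% = reference agonist; values of inactives mirror those of a sister screen read the other way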
The depositor's hits bear a star; · = no result given.

#	structure	Mot1-301 SUMO	phage Ecoli inh	HTR5A ag	Pemphigus Ab inh	HTR5A inv ctr	PfHsp90 set2	AddAB inh	E coli growth	PKA-R1A activ	MOR-DOR inv ag	OPRM1-OPRD1 ag
1	Cc1ccc(S(=O)(=O)C2C(=O)N(C)C3(C)CC2c2ccccc2O3)cc1 (centres undefined)	0	3.8	-3	101	1	0	1.8	2.3	3	-5	0.9
2	CCCOC1CCCN(C(=O)CCc2nnc(CCCCc3ccccc3)o2)C1 (centres undefined)	-28	1.5	4	97	-16	-7	2.1	-0.5	12	-8	1.6
3	Cc1c(N2C(=O)C3C4C=CC(C5CC45)C3C2=O)c(=O)n(-c2ccccc2)n1C (centres undefined)	-24	5.3	4	115	16	16	3.1	1.9	-3	-1	0.2
4	Cc1cc(C)cc(C(=O)NC(CC(N)=O)c2ccc(N3CCCCCC3)c([N+](=O)[O-])c2)c1 (centres undefined)	5	3.9	-6	104	-22	-16	3.2	-1.5	0	5	-1.0
5	O=[N+]([O-])c1ccc(SCc2ccco2)cc1N1CCOCC1	8	2.5	-2	104	5	-17	-0.5	-1.3	-8	2	-0.3
6	O=C(CN(c1ccc(Br)cc1)S(=O)(=O)c1ccc(Cl)c([N+](=O)[O-])c1)NCCc1ccccc1	0	4.6	-3	·	8	-10	-0.2	-2.1	-1	6	-1.4
7	CCOc1ccc(S(=O)(=O)N2CCC(C(=O)NCCN3CCOCC3)CC2)cc1C	1	1.2	0	103	1	7	1.5	0.7	3	3	-0.6
8	CCCc1cc(C(=O)NNC(=S)NCc2ccccc2)cs1	-5	2.4	-4	96	22	39	-0.1	0.4	0	11	-2.1
9	CN(C)CCCNCCCNC(=O)/C(=N\O)c1ccccc1	4	1.9	-5	·	12	0	1.9	0.2	11	4	-0.7
10	Cc1cc(C(=O)NCc2cccs2)n(-c2ccccc2)n1	163	1.8	-5	102	13	12	4.7	0.0	-7	9	-1.7
11	O=C1CCCN1c1nccs1	-10	2.1	2	104	-5	7	5.0	1.9	-1	13	-2.6
12	CC1(C)Cc2nc3oc4c(SCC(N)=O)ncnc4c3cc2CO1	4	3.5	·	110	·	·	0.5	0.0	·	·	·
13	Cc1c(Cl)cccc1N(CC(=O)O)S(C)(=O)=O	·	2.1	0	105	-12	14	2.5	0.4	-2	9	-1.5
14	COc1cc(OC)cc(C(=O)Nn2cc(C(=O)N3CCN(C)CC3)c3ccccc3c2=O)c1	184	1.0	-2	104	0	·	1.9	0.1	4	12	-2.2
15	FC(F)(F)c1cc(-c2cccs2)nc2cc(-c3cccs3)nn12	12	0.1	·	102	·	-6	1.5	0.9	·	·	·
16	CCOc1ccc(C(C(=O)NCC2CCCO2)N(Cc2cccc(OC)c2)C(=O)c2snc(C(N)=O)c2N)cc1 (centres undefined)	-2	1.4	3	120	-8	-7	4.1	-1.1	-13	-23	2.9
17	CCN(CC)CCCCCC(=O)Nc1ccccc1C(=O)Nc1ccccc1	-8	-0.9	8	106	-23	-21	-0.2	-1.8	5	16	-3.1
18	CN(CC(=O)Nc1c(Cl)cccc1Cl)C(=O)C1CCN(C(=O)Nc2ccccc2)CC1	19	-0.5	3	102	-8	7	-3.1	-1.5	-18	5	-0.8
19	CC(C)(C)c1nnc2sc(SCC(=O)c3cccs3)nn2c1=O	-11	-2.9	0	98	1	-4	2.2	-1.1	8	14	-3.3
20	O=C(NNC(=S)Nc1ccc(F)c(Cl)c1)C1CC1	16	2.9	0	94	-3	1	-2.6	-1.7	-9	18	-3.4
21	CC(=O)Nc1cccc(NC(=O)CSc2nc3c(c(=O)n(C)c(=O)n3C)n2C)c1	-9	3.0	1	·	-24	2	3.9	-1.6	4	10	-1.6
22	Cc1nc2nc(C)c(CCC(=O)N3CCN(c4ccccn4)CC3)c(C)n2n1	22	2.3	3	101	-17	4	3.3	3.0	-10	6	-1.1
23	O=C(C[C@@H]1C/C=C\CC[C@@H](Cc2ccc(F)cc2)C(=O)OC[C@@H](Cc2ccccc2)NC1=O)NCCO	-4	0.8	0	98	-1	12	3.6	-2.0	8	4	-0.7
24	Cc1ccc(S(=O)(=O)N2CCC(C(=O)OCC(=O)N3CC(=O)Nc4ccccc43)CC2)cc1	-1	1.9	-3	108	7	·	2.6	1.9	-4	-9	1.9
25	COc1ccc(-c2cnnc(N/N=C/c3c(C)nn(-c4ccccc4)c3Cl)n2)cc1	0	0.4	3	92	-7	16	4.0	0.8	-15	2	-0.3

New compounds follow:
#	structure	Mot1-301 SUMO	phage Ecoli inh	HTR5A ag	Pemphigus Ab inh	HTR5A inv ctr	PfHsp90 set2	AddAB inh	E coli growth	PKA-R1A activ	MOR-DOR inv ag	OPRM1-OPRD1 ag
26	COc1ccc(C2=NOC(C(=O)N3CCN(c4ccccc4OC)CC3)C2)cc1 (centres undefined)	-12	2.4	-4	96	-29	0	-0.2	3.3	-9	-8	1.4
27	O=C(C[C@@H]1C/C=C\CC[C@H](Cc2ccc(F)cc2)C(=O)OC[C@@H](Cc2ccccc2)NC1=O)NCCO	-9	-0.4	-3	98	11	33	1.7	-3.9	1	11	-2.5
28	Cc1cc(-c2nnc(SCC(=O)Nc3ccc(C)c(C)c3)n2N)n[nH]1	-5	0.4	-5	87	8	10	1.9	-1.1	-11	17	-3.4
29	COc1ccc(OCCCC(=O)NC(C)c2ccccc2)cc1 (centres undefined)	-13	1.9	0	104	-9	8	0.3	-2.4	9	7	-1.2
30	O=C(Nc1ccccc1C(=O)N1CCCC1)C1COc2ccccc2O1 (centres undefined)	5	2.7	-3	101	6	-45	1.1	1.0	0	-2	0.4
31	CCC(CC)C(=O)N1c2ccc(F)cc2CCC1C (centres undefined)	-8	1.7	2	·	15	15	1.3	-1.0	3	8	-1.3
32	O=C(Nc1nc2ccccc2s1)c1cc(-c2ccco2)nc2ccccc12	10	4.8	3	98	-32	15	3.7	-0.7	3	-11	2.0
33	CCC(=O)N(Cc1ccc(S(N)(=O)=O)cc1)C1CC(=O)N(c2ccccc2)C1=O (centres undefined)	-25	4.4	0	102	4	1	-0.3	2.0	-1	1	-0.3
34	CCOc1cc(S(=O)(=O)NC2CC2)c(OCC)cc1-n1cnnn1	18	1.6	1	98	15	15	-0.9	0.4	0	9	-1.5
35	COC(=O)c1ccc2c(=O)n(Cc3ccc(C(=O)NC(C)C)cc3)c(=S)[nH]c2c1	7	-1.4	3	106	-13	2	-0.6	-0.5	4	3	-0.5
36	Cc1cccc(C)c1N(CC(=O)NC1CCCCC1)C(=O)c1csnn1	10	-0.2	1	117	-2	-30	3.2	0.1	-7	-3	0.6
37	CCc1ccccc1NC(=O)c1cccc(NC(=O)/C=C/c2ccco2)c1	-12	4.5	0	127	4	22	1.1	0.7	1	5	-0.8
38	CC(=O)Nc1sc2c(c1C#N)CCN(Cc1ccccc1)C2	14	0.8	-3	97	-16	6	-3.3	-1.1	1	8	-1.3
39	O=C(O)/C(=C1\OC(=O)c2ccccc21)c1ccccc1	-10	1.8	0	102	29	36	2.2	-3.7	-10	14	-3.0
40	CCn1c(=O)c(=O)[nH]c2c(=O)oc3ccc(S(=O)(=O)Nc4ccccc4)cc3c21	3	2.4	-1	103	-10	11	5.5	1.2	-17	5	-1.1

Sorted by SMILES length (rising): some entries from above.
#	structure	Mot1-301 SUMO	phage Ecoli inh	HTR5A ag	Pemphigus Ab inh	HTR5A inv ctr	PfHsp90 set2	AddAB inh	E coli growth	PKA-R1A activ	MOR-DOR inv ag	OPRM1-OPRD1 ag
31	CCC(CC)C(=O)N1c2ccc(F)cc2CCC1C (centres undefined)	-8	1.7	2	·	15	15	1.3	-1.0	3	8	-1.3
29	COc1ccc(OCCCC(=O)NC(C)c2ccccc2)cc1 (centres undefined)	-13	1.9	0	104	-9	8	0.3	-2.4	9	7	-1.2
38	CC(=O)Nc1sc2c(c1C#N)CCN(Cc1ccccc1)C2	14	0.8	-3	97	-16	6	-3.3	-1.1	1	8	-1.3
30	O=C(Nc1ccccc1C(=O)N1CCCC1)C1COc2ccccc2O1 (centres undefined)	5	2.7	-3	101	6	-45	1.1	1.0	0	-2	0.4
34	CCOc1cc(S(=O)(=O)NC2CC2)c(OCC)cc1-n1cnnn1	18	1.6	1	98	15	15	-0.9	0.4	0	9	-1.5
36	Cc1cccc(C)c1N(CC(=O)NC1CCCCC1)C(=O)c1csnn1	10	-0.2	1	117	-2	-30	3.2	0.1	-7	-3	0.6
37	CCc1ccccc1NC(=O)c1cccc(NC(=O)/C=C/c2ccco2)c1	-12	4.5	0	127	4	22	1.1	0.7	1	5	-0.8
26	COc1ccc(C2=NOC(C(=O)N3CCN(c4ccccc4OC)CC3)C2)cc1 (centres undefined)	-12	2.4	-4	96	-29	0	-0.2	3.3	-9	-8	1.4
40	CCn1c(=O)c(=O)[nH]c2c(=O)oc3ccc(S(=O)(=O)Nc4ccccc4)cc3c21	3	2.4	-1	103	-10	11	5.5	1.2	-17	5	-1.1
27	O=C(C[C@@H]1C/C=C\CC[C@H](Cc2ccc(F)cc2)C(=O)OC[C@@H](Cc2ccccc2)NC1=O)NCCO	-9	-0.4	-3	98	11	33	1.7	-3.9	1	11	-2.5

Whole records, looked up by structure. Order of screens: Mot1-301 SUMO | phage Ecoli inh | HTR5A ag | Pemphigus Ab inh | HTR5A inv ctr | PfHsp90 set2 | AddAB inh | E coli growth | PKA-R1A activ | MOR-DOR inv ag | OPRM1-OPRD1 ag
Entry for `O=C(Nc1ccccc1C(=O)N1CCCC1)C1COc2ccccc2O1` (centres undefined) → 5 | 2.7 | -3 | 101 | 6 | -45 | 1.1 | 1.0 | 0 | -2 | 0.4
Entry for `Cc1cccc(C)c1N(CC(=O)NC1CCCCC1)C(=O)c1csnn1` → 10 | -0.2 | 1 | 117 | -2 | -30 | 3.2 | 0.1 | -7 | -3 | 0.6

No enrichment for hits; any-hit rate near 3.2%.
